Pf Dd2 inh: Plasmodium falciparum Dd2 growth inhibition | 120,000 tested, 4.3% active | Potency, µM (doses to about 28.9 µM), for inactives: at the top dose activity, negative = inhibition, most hits filed as inhibitors | P. falciparum Dd2 growth, SYBR Green, 72 h | AID 1347417; active = well fitted inhibition curve with a large enough effect; inconclusive = small, poorly fitted or top-dose-only effect; inactive = no such curve, though single readings can be large or run the other way;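 also: plate controls were DMSO vehicle for no effect and reference drug for full effect; nearly all actives have a fitted effect of over 65% in size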
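Readout: SYBR Green fluorescence, 485 nm excitation, 535 nm emission, after ~16 h lysis at 37C. Before that, Dd2-infected red cells (2.5% hematocrit) grew 72 h with compound, 29 uM top final concentration.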
* = called active by the depositor; i = inactive; ? = inconclusive; [ ] = dose if it differs, or a comment. Potency is read from the fitted curve at half-maximal effect. Only part of the results is shown; count on the stated rates, not on these rows.

SMILES,Pf Dd2 inh
COc1ccc(CNC(=O)CCn2cccn2)cc1,17%
O=C(Nc1ccc(F)cc1F)N[C@H]1[C@H]2CCO[C@H]2[C@@H]1N1CCCCC1,-15%
O=C1NCc2ccccc2CC12CCCN(Cc1cc(F)ccc1O)C2 (stereo not given),8.9µM*
O=C(COc1ccc(F)cc1)N1C[C@@H](CO)[C@H](c2ccccn2)C1,-19%
COc1cc(OC)cc(C(=O)N2CCN(C(=O)COc3ccc(C)cc3)CC2)c1,11%
CCCNC(=O)c1cnn(-c2ccc(C)c(C)c2)c1C1CCN(C(=O)OC(C)(C)C)CC1,?
COc1cc(CCC(=O)N2C[C@@H](CN3CCN(C)CC3)[C@@H](CO)C2)ccc1C,-5%
Cc1ccccc1CNC(=O)Cn1cc2c(n1)-c1c(oc(C(=O)N3CCCC3)c1C)CC2,?
c1ccc(C2CN3CCCC3CN2)cc1 (stereo not given),?
C=CCc1ccccc1OCCN(C)Cc1ncnn1CC,-13%
COCCn1cnc2ccc(-c3cccc(C(F)(F)F)c3)nc2c1=O,-13%[44.1 µM]
Cc1ccc(Cl)cc1N1CCN(C(=O)C2CCN(Cc3nc(-c4ccc(Cl)cc4)oc3C)CC2)CC1,i
CC1(c2ccccc2)N(Cc2ccccc2C#N)C(=O)OC12CCN(C(=O)C1CCOCC1)CC2 (stereo not given),?
CCOc1cc(=O)n2c(c1C(=O)Nc1ccc(C(N)=O)cc1)CCCC2,22%
O=C(c1ccccc1F)N1CCC2(CNc3ccccc3[S+](=O)([O-])N2)C1 (stereo not given),-2%
CC(=O)c1cccc(NS(=O)(=O)c2ccc3c(c2)NC(=O)CC(=O)N3)c1,?
CC(C)(C)c1ccc(CN2CC3(COCC2=O)CN(c2ccccc2)C3)cc1,-2%[44.1 µM]
Cc1cc(CN2CCC3(C2)C(=O)Nc2ccccc23)no1 (stereo not given),4%[44.1 µM]
CCn1ccnc1CN(C)C(=O)c1cc(COc2ccc3c(c2)OCO3)[nH]n1,-8%
CCCNC(=O)CN1C(=O)NC(c2ccc(C)cc2)C2=C1COC2=O (stereo not given),14%

Seven compounds drawn at random from those above, as already listed:
SMILES,Pf Dd2 inh
Cc1ccc(Cl)cc1N1CCN(C(=O)C2CCN(Cc3nc(-c4ccc(Cl)cc4)oc3C)CC2)CC1,i
COc1ccc(CNC(=O)CCn2cccn2)cc1,17%
CCCNC(=O)c1cnn(-c2ccc(C)c(C)c2)c1C1CCN(C(=O)OC(C)(C)C)CC1,?
COCCn1cnc2ccc(-c3cccc(C(F)(F)F)c3)nc2c1=O,-13%[44.1 µM]
O=C1NCc2ccccc2CC12CCCN(Cc1cc(F)ccc1O)C2 (stereo not given),8.9µM*
C=CCc1ccccc1OCCN(C)Cc1ncnn1CC,-13%
CC(=O)c1cccc(NS(=O)(=O)c2ccc3c(c2)NC(=O)CC(=O)N3)c1,?

Next compounds
SMILES,Pf Dd2 inh
Cn1cnc(S(=O)(=O)N2CCCC(C(=O)NCc3ccccc3Cl)C2)c1 (stereo not given),18%
O=C(Cn1ncc2ccccc2c1=O)N1CCCC(Cc2nc3ccccc3[nH]2)C1 (stereo not given),5%
COc1ccc(CN[C@H]2[C@H](O)[C@@H](N3CCN(C)CC3)[C@@H]3OC[C@H]2O3)cc1,-10%[44.1 µM]
Cc1ccccc1C(=O)Nc1cccc(C(=O)OCc2cc(=O)n3c4c(sc3n2)CCCC4)c1,132%[activator]
CN1CCOc2c(C(=O)NCCN3CCNC3=O)cc(-c3ccc(O)c(F)c3)cc21,i
CCn1nccc1C(=O)N1C[C@@H](COCC2CC2)[C@H](c2ccncc2)C1,2%
CC(=O)Nc1ccc(C(=O)NC2CCN(c3cc(-c4ccc(Cl)cc4)[nH]n3)CC2)cc1,i
COc1cc(/C=C(\C#N)c2nc3ccccc3c(=O)[nH]2)cc(OC)c1OC,54%[activator]
Cc1cccc(CNC(=O)C2CCN(C(=O)c3ncn4c3COC(c3ccc(F)cc3)C4)CC2)c1 (stereo not given),i
O=C(Nc1ccccc1)N[C@H]1[C@H](O)[C@@H](N2CCOCC2)[C@@H]2OC[C@H]1O2,1%[44.1 µM]
C1CC(NC2CCOCC2)CCN1,-23%
Cc1ccc(NC(=O)Cn2nnc(C(=O)NCCc3ccccc3)c2N)cc1,126%[activator]
COc1ccc2c(c1)c(CC(=O)Nc1ccc(C(C)=O)cc1)c(C)n2C(=O)c1ccc(Cl)cc1,?
Cc1ccc(-c2ccccc2CN)cc1Cl,11µM*
CCS(=O)(=O)N1CCC(Cc2ncc(C)n2Cc2ccccc2)C1 (stereo not given),11µM*
Cn1nccc1CN1CCC2(C1)NC(=O)c1ccccc1O2 (stereo not given),-4%[44.1 µM]
Cc1ncccc1C(=O)NCC(=O)N1CCCCCNC(=O)CC1c1ccccc1 (stereo not given),14%
CCN(CC)Cc1cc(C(=O)N[C@H](c2cccs2)C2CC(O)C2)c(C)o1 (stereo not given in full),-9%
CCc1noc(-c2cn(C3CCCN(C(=O)c4cc(OC)cc(OC)c4)C3)nn2)n1 (stereo not given),i
CCNC(=O)N1CCC(n2c(C)cnc2C2CC2)CC1,-15%
CCCN1CC(C(=O)N2CCn3nc(Cc4ccccc4)cc3C2)CCC1=O (stereo not given),-16%
Cc1ccc(-n2ncc(C(=O)N3CCCCC3)c2C2CCN(C(=O)OC(C)(C)C)CC2)c(C)c1,?
O=C(Nc1ccc(-c2nnc3n2CCCC3)cc1)c1nccc2ccccc12,-8%
O=C(c1cccnc1)N1CCCC(CCc2c(F)cccc2F)C1 (stereo not given),-22%
COc1ccc(-c2cc([C@H]3CN4CC[C@H]3C[C@@H]4CNC(=O)C3CCC3)n(C)n2)cc1OC,?
CC(C)c1cccc(NC(=O)CN2C(=O)NC3(CCCCC3)C2=O)c1,i
CN1CCC2(C1)CN(Cc1ccccc1)c1ccc(C(=O)Nc3ccc(F)cc3)cc12 (stereo not given),?
O=C(O)C[C@@H]1CCN(C(=O)C2CCCCC2)C[C@@H]1CCN1CCN(c2ccc(F)cc2)CC1,-23%
COCCNC(=O)c1cnc2c(c1)N(C(=O)Cc1cn(C)c3ccccc13)CCC2,-23%[44.1 µM]
CN(Cc1ccc(F)cc1)CC1CCCCC1,23%[44.1 µM]
CC(=O)c1ccc(N2CCN(c3ncnc4c3cnn4-c3cc(Cl)ccc3C)CC2)cc1,11µM*
CC(C)c1ccc(CN2CC(CNc3cccnc3)C3(C2)CN(c2ccccc2)C3)cc1 (stereo not given),?
COc1ccccc1[C@@H]1CN(C(=O)C2CCOCC2)C[C@H]1C(=O)O,-2%
COc1ccc(/C=C/C(=O)Nc2nc3n(n2)C(c2ccc(F)cc2)C=C(c2ccccc2)N3)cc1 (stereo not given),8.9µM*
Cc1oc2ccn(Cc3cccc(F)c3)c(=O)c2c1C(=O)NCC1CCCCC1,-16%
O=Cc1ccc(N2CCN(C(=O)N3CCCCC3)CC2=O)cc1,12%
O=C(C1CN(c2ccccc2)C(=O)N1)N1CCCC1 (stereo not given),17%[44.1 µM]
Cc1cc(-c2nc3ncccc3o2)ccc1NC(=O)c1ccc(Cl)cc1,46%[activator]
CC(C)C[C@@H]1N[C@H](C(=O)NCc2ccc(C(F)(F)F)cc2)Cc2c[nH]c3cccc1c23,i
CCOC(=O)c1ccccc1NC(=O)CN1C(=O)NC(c2ccc(C)cc2)C2=C1COC2=O (stereo not given),-11%
CCCCc1cc(C[C@@H]2C[C@H](NC(=O)N3CCOCC3)C2(C)C)no1,-27%[44.1 µM]
N#Cc1cccc(CN2CCC(C3=NC(O)c4cc(F)ccc4N3)CC2)c1 (stereo not given),i
CN(C/C=C/c1ccccc1)C(=O)c1ccc(C2CCCNC2)cc1 (stereo not given),?
Cc1ccc(C)c(Nc2nn3c(=O)c4ccc(C(=O)N(C)Cc5ccccc5)cc4nc3s2)c1,?
COc1ccc(C)cc1C(=O)N1CC(=O)N(c2cccc(Cl)c2)CC1C (stereo not given),-22%
COc1ccccc1Cc1nc2ccccc2nc1SCC(=O)NCc1ccccc1Cl,0.89µM*
CC[C@H]1CN(C(=O)NC(C)C)CC[C@H]1CC(=O)NCc1cccc2ccccc12,-24%[44.1 µM]
Cc1ccc(C)c(S(=O)(=O)c2nnn3c2nc(NC2CCCCC2)c2sccc23)c1,-22%
C[C@@H](c1ccccc1)N1C(=O)[C@@H]2CN(C(=O)CC3(CC(=O)O)CCCC3)CCN2C1=O,?
Cc1nc(-c2c3n(c(=O)n(CC(=O)NCc4ccccc4Cl)c2=O)CCCC3)no1,21%
Cc1ccc(-c2cc(N3CCCN(C(=O)Cc4ccsc4)CC3)n[nH]2)cc1C,?
COc1ccc(C(=O)N[C@H]2C[C@H]3C(=O)NC[C@@H](CCC(=O)N4CCc5ccccc54)N3C2)cc1,?
CCOC(=O)c1ccc(NC(=O)Cn2cc(C(=O)C3CC3)c3ccccc32)cc1,-7%
CC(C)C(=O)Nc1ccc([C@H]2OCC(=O)N(Cc3ccccc3)[C@@H]2CO)cc1,-19%[44.1 µM]
O=C(c1cccc(OC2CN(CC3CC=CCC3)C2)c1)N1CCOCC1 (stereo not given),-12%
CSc1ccc(C2c3[nH]c4ccccc4c3CCN2C(=O)CCC2CCCC2)cc1 (stereo not given),?
COc1ccc(C2(C(=O)N(C)Cc3ccc(F)cc3)CCOCC2)cc1,3%
COCCOc1cc(=O)n2c(c1C(=O)NCc1ccc(C)cc1)CCOCC2,-14%
COc1ccccc1N1CCN(C(=O)c2cc(-c3ccccc3O)on2)CC1,10%
CNC(=O)c1ccc(CNC(=O)Cn2nc(C)n(Cc3ccccc3)c2=O)o1,-9%

(cont.)
SMILES,Pf Dd2 inh
O=C(Nc1sc2c(c1C(=O)NCC1CCCO1)CCC2)c1cc(=O)c2cc(Cl)ccc2o1 (stereo not given),20%
CCn1cc(S(=O)(=O)N2CCCN(Cc3ccncc3)C(c3ccccc3)CC(=O)NCC2)cn1 (stereo not given),?
Cc1ccc(-n2nc(CO)c(C(=O)NCC(c3ccccc3)c3ccccc3)n2)cc1,24%
N[C@H]1CN(C(=O)c2sccc2Cl)C[C@@H]1C1CC1,-17%
CC(C)NS(=O)(=O)c1cc(C(=O)O)cc(-c2ccc(C(=O)N(C)C)cc2)c1,-5%
CN(c1ccccc1)c1cc(=O)c2ccnc(N3CCOCC3)c2o1,-11%[44.1 µM]
COc1ccc(C(=O)N2CCCCCNC(=O)[C@@H]3CCC[C@@H]32)cc1,i
COc1ccccc1N1CCN(C(=O)Cn2ccn3nc4c(c3c2=O)CCCCC4)CC1,i
Cc1ccc(-n2ncc3c(N4CCN(C)CC4)ncnc32)cc1Cl,?
O=C1CCC2(CCN(C(=O)C3CCOCC3)CC2)CN1CCc1ccncc1,-3%
O=C(Cn1c(=O)nc(-c2ccccc2)c2ccccc21)NCCc1ccc(Cl)cc1,i
CC(=O)Nc1ccc(C2(C(=O)NCc3cccc(Cl)c3)CCC2)cc1,3%
CCOC(=O)c1cccc(NC(=O)c2ccc3snnc3c2)c1,6%
COc1cccc(CN2CCC3(CCC3OC)CC2)n1 (stereo not given),?
COc1ccccc1N1CCN(CC[C@H]2CN(C(=O)NC3CCCCC3)CC[C@H]2CC(=O)O)CC1,-7%
COc1cc(Cl)c(C)cc1NC(=O)CCc1c(C)nc2cc(-c3cccc(F)c3)nn2c1C,70%[activator]
O=C(Nc1ccc2c(c1)OCCO2)c1cccn(Cc2cccc([N+](=O)[O-])c2)c1=O,0%
COC(=O)C1=C(C)N=C2SC=C(CC(=O)N(C)Cc3ccco3)N2C1c1ccc(Cl)cc1 (stereo not given),?
CCOc1ccc(NC(=O)Nc2ccc3snnc3c2)cc1,i
CCOc1cccc2cc(-c3cn4c(n3)sc3ccccc34)c(=O)oc12,12%
CN(C)c1ccc(CN(Cc2ccco2)C(=O)c2ccc(C(C)(C)C)cc2)cc1,?
CC(C)NC(=O)NC[C@H]1O[C@H](Cc2cc(COc3ccccc3)on2)CC[C@@H]1O,-27%[44.1 µM]
Cc1cc(C(=O)NCc2ccc(F)cc2)c2c(C3CCNCC3)noc2n1,-29%
CCCCN(c1ccccc1)S(=O)(=O)c1ccc2c(c1)CC(C)N2C(=O)C1CC1 (stereo not given),?
FC(F)(F)c1cccc(CN2CCOC[C@H](Oc3cccnc3)C2)c1,?
Cc1cc(C(=O)N2CC[C@H](CO)[C@H](O)C2)cc2sc(N)nc12,-6%
CCn1cc2nc(SCc3ccccc3F)n(Cc3ccc(C)cc3)c(=O)c2n1,?
CCN1C(=O)C2(CCN(S(=O)(=O)c3cccc(C(F)(F)F)c3)CC2)c2ccccc21,23%
N#Cc1ccccc1CN1CCN(Cc2ccccc2)CC(O)C1 (stereo not given),-23%
CN(C)Cc1nnc(C2CC(NC(=O)c3nc4ccccc4[nH]3)C2)n1C (stereo not given),-11%
CCCCOc1ccc(CNC(=O)c2cnc3sc(N4CCCC4)nn3c2=O)cc1,35%[activator]
COc1ccc(CC(=O)N2CC[C@H]3CC(=O)N(C4CC4)CC[C@H]3C2)cc1,i
Cc1cccc(NC(=O)CCNS(=O)(=O)c2ccc3c(c2)CCN3C(=O)C2CC2)c1,20%
CCc1cc(N2CCN(C)C3(CCC(=O)N(C)CC3)C2)nc(N(C)C)n1 (stereo not given),-13%
